Bioassay records from PubChem BioAssay.
E-sel inducer = induces E-selectin expression in human endothelial cells. P16581. HUVEC E-selectin immunofluorescence imaging; normalized: neutral wells 0, TNF-alpha wells 100. activation, % at 7.58 µM. hit rate 0.37% among 260,000. AID 686992;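 active means mean E-selectin-positive cell signal at least 10% of the positive control, reached in at least 60% of replicates, without over 20% cell loss; inconclusive means no rule given, readout overlaps actives, possibly toxicity-flagged; inactive means the rest, including those meeting only one limit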;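 further: in these data hits start at about 27%; measured in HUVEC primary endothelial cells; signal is the percent of cells scored E-selectin positive by PE staining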
Target sequence (P16581 whole entry, looked up): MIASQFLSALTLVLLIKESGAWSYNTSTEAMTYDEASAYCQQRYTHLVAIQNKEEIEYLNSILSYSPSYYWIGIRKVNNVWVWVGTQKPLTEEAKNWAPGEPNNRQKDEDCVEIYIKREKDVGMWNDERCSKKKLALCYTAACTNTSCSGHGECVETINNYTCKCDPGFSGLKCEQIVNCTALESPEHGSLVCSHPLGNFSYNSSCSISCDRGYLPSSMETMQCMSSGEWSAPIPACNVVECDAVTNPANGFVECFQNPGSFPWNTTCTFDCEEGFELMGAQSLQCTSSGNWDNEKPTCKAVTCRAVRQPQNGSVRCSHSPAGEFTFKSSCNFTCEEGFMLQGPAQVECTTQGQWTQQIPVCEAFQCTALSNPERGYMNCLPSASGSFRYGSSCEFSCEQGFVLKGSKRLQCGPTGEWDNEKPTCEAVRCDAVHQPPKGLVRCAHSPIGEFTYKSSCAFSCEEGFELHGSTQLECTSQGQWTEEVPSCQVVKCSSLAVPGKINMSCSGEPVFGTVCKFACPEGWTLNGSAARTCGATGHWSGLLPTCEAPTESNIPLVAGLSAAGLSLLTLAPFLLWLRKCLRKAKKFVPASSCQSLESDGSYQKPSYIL
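Test system: HUVEC; input: 3,000 HUVEC/well; measured by: immunofluorescence imaging; read-out: % PE-positive cells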
Cneo AK release = causes C. neoformans cell lysis. adenylate kinase release luminescence, 4 h; normalised: neutral wells 0, clomiphene wells 100. lysis activity, % at 15 µM. hit rate 0.2% among 360,000. AID 651654;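 active means mean lysis activity across replicates of at least 80%, whatever share of replicates individually reach that level; inactive means mean lysis activity below 80%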
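Assay system: C. neoformans cells. Amount: yeast cell density of 5 × 10^6 cells/mL. Technique: AK luminescence. Buffer or medium: YPD. Times: static 4 h at 37 °C with compound, 1 h detection. Dosing: single-point compound dose. Read-out: lysis from increased AK signal.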
miR-122 sensor = blocks miR-122 activity in Huh7 sensor cells; hit rate 0.3% among 340,000; activation (reporter increase), % at 12.5 µM; Huh7 miR-122 Renilla luciferase sensor, 48 h; neutral wells = 0, positive control = 100;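 active means mean replicate activation score at least 90 and every replicate individually at or above 90; inconclusive means only one of the two criteria met; inactive means neither criterion met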;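 further: higher luciferase means less miR-122 activity so hits act as miR-122 inhibitors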
RAD52 anneal inh = blocks human RAD52 DNA annealing. hit rate 0.46% among 360,000. recombinant RAD52 DNA annealing, FRET fluorescence. inhibition, % at 18.7 µM;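 active means every replicate showing at least 50% inhibition; inconclusive means mean inhibition at least 50% but not in every replicate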
Target sequence (P43351 whole entry, looked up): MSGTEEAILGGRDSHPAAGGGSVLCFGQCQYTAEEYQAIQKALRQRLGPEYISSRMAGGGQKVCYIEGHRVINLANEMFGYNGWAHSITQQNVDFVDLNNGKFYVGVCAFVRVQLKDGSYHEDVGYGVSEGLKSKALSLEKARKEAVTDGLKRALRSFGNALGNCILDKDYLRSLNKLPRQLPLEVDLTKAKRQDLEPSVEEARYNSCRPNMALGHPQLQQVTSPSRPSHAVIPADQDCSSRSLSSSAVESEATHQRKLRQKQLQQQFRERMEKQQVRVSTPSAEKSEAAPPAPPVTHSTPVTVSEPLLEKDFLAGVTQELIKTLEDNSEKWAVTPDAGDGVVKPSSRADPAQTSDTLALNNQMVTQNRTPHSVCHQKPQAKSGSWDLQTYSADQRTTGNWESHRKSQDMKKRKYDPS
RAD54 inh = inhibitors of human RAD54 branch migration; Q92698; RAD54 Holliday junction branch migration, FAM/BHQ fluorescence; inhibition, % at 10.4 µM; hit rate 0.14% among 360,000; AID 602329;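 active means mean normalized replicate activity at least 40 and at least half of replicates scoring 40 or more; inconclusive means only one of the two criteria met; inactive means mean below 40 and under half of replicates reaching 40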;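 further: 0% = median of neutral control wells and 100% = median of positive control wells; inhibitors cause a drop in the FAM fluorescence signal; in these data hits start at about 50%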
PglD DTNB = PglD (C. jejuni) enzyme inhibition; hit rate 0.098% among 360,000; AID 602405; inhibition, % at 12.5 µM; purified PglD enzyme, DTNB colorimetric CoA detection; in the data active means inhibition above about 16%, passing the limit was not always enough; inconclusive means no clear call, values can overlap the other calls; further: strong numbers were not always called active
ERAP1 HTS inh = blocks human ERAP1 aminopeptidase activity; hit rate 0.15% among 340,000; Q9NZ08; recombinant ERAP1, Leu-AMC fluorescence, 60 min; inhibition, % at 10.7 µM;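 active means mean replicate inhibition of at least 30%, or all replicates individually reaching that 30% level; inactive means mean below 30% and not every replicate reaching it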;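 further: 0% = neutral control wells and 100% = L-leucinethiol positive control wells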
PGC1a acetyl inh = lowers PGC1a acetylation signal in U2OS cells; AlphaScreen anti-acetyl-lysine; with virally co-expressed GCN5 acetyltransferase; inhibition, % at 15.6 µM; hit rate 0.17% among 350,000; AID 651687;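 active means every replicate shows inhibition of at least 40%; inconclusive means mean inhibition at least 40% but some replicate below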;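 further: 0% = neutral control wells and 100% = positive control wells; some results beyond the cut were filed as inactive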
Starred values were filed as active, the others as inactive; ? = inconclusive; nt = no result given; & = joins results of further samples; [ ] = remark or other dose.

SMILES	E-sel inducer	Cneo AK release	miR-122 sensor	RAD52 anneal inh	RAD54 inh	PglD DTNB	ERAP1 HTS inh	PGC1a acetyl inh
CCN1CCN(c2nc(N)c([N+](=O)[O-])c(Nc3cccc(C)c3)n2)CC1	2.1	4.4	3.8	-17.4	?	-4.8	4.9	-5.1
CCN(C(=O)CSc1ncn[nH]1)c1cccc2ccccc12	nt	7.6	-7.0	nt	9.3	-3.7	nt	-1.0
COc1cc([N+](=O)[O-])cc(/C=N/NC(=O)C(O)(c2ccccc2)c2ccccc2)c1O	nt	-0.3	0.5	-10.1	-1.1	-0.9	-3.5	6.0
N#CC1=C(SCc2ccccc2)NC(=O)C(C#N)C12CCCC2 (configuration not stated)	nt	-3.1	-7.2	nt	7.1	0.3	nt	7.1
CCOC(=O)N1CCN(C(=O)c2ccc(CS(=O)(=O)c3ccc(OC)cc3)o2)CC1	nt	3.0	5.0	12.2	-4.8	5.4	-2.4	4.3
Cc1cc(N2CCN(C)CC2)nc2ccc(NC(=O)c3cccnc3Cl)cc12	nt	-0.4	3.6	nt	27.2	1.3	nt	-7.9
C[C@H]1CN([C@@H](C)CO)C(=O)c2cccc(NC(=O)Nc3ccc(F)cc3)c2O[C@H]1CN(C)Cc1ccc(C(=O)O)cc1	0.0	-1.6	6.3[16.7 µM]	-8.5	-0.4	0.1	1.1	-4.4
NC(=O)C1CCN(C(=O)c2cccc(CN3C(=O)c4ccccc4C3=O)c2)CC1	nt	-1.2	nt	-3.2	1.1	-3.0	-1.3	nt
CC1CCCC(C)N1CCCNC(=O)c1nn(C)c2c1CSc1ccccc1-2 (configuration not stated)	nt	-2.7	-4.4	-8.1	-3.9	4.2	1.2	6.7
CC(C)C(=O)Nc1nnc(CCc2ccccc2)s1	nt	-2.1	-3.7	-5.0	-1.9	-0.2	1.7	10.0

3 compounds from above, arranged by heavy-atom count, ascending.
SMILES	E-sel inducer	Cneo AK release	miR-122 sensor	RAD52 anneal inh	RAD54 inh	PglD DTNB	ERAP1 HTS inh	PGC1a acetyl inh
N#CC1=C(SCc2ccccc2)NC(=O)C(C#N)C12CCCC2 (configuration not stated)	nt	-3.1	-7.2	nt	7.1	0.3	nt	7.1
NC(=O)C1CCN(C(=O)c2cccc(CN3C(=O)c4ccccc4C3=O)c2)CC1	nt	-1.2	nt	-3.2	1.1	-3.0	-1.3	nt
COc1cc([N+](=O)[O-])cc(/C=N/NC(=O)C(O)(c2ccccc2)c2ccccc2)c1O	nt	-0.3	0.5	-10.1	-1.1	-0.9	-3.5	6.0

(more compounds)
SMILES	E-sel inducer	Cneo AK release	miR-122 sensor	RAD52 anneal inh	RAD54 inh	PglD DTNB	ERAP1 HTS inh	PGC1a acetyl inh
CN(C)CC(=O)Nc1ccc2c(c1)[C@@H]1C[C@H](CC(=O)N3CCc4ccccc4C3)O[C@@H](CO)[C@@H]1O2	0.1	-3.8	1.7[16.7 µM]	10.6	-3.7	-2.1	1.2	2.2
Cc1cc2nc3c(nc2cc1C)C(O)=C3O	0.3	0.8	-0.1	-12.8	3.5	2.2	-1.3	-12.8
Cc1ccc(C2(CCNCc3ccco3)CCOC(C(C)C)C2)cc1 (configuration not stated)	0.5	2.7	-4.6	-32.5	-18.5	-1.0	1.1	-0.2
CCC(=O)N1C[C@H](C)[C@@H](OC)CN(C)C(=O)c2ccc(NC(=O)C3CCCCC3)cc2OC[C@H]1C	-0.1	-3.0	0.6[16.7 µM]	2.4	-5.1	-3.4	2.9	nt
COc1ccc(-c2ccc(CN3C(C(C)C)C(=O)N(Cc4cn(Cc5ccco5)nn4)CCS3(=O)=O)cc2)cc1 (configuration not stated)	0.4	1.0	-10.9	-13.4	-1.0	-4.3	10.0	-8.8
CN(C(=O)COC(=O)c1ccc2ccccc2n1)c1ccccc1	nt	-0.3	-4.0	0.8	4.1	3.5	0.8	nt
COc1cccc(C2(c3cccc(OC)c3)CC2C(=O)Nc2ccc(F)cc2)c1 (configuration not stated)	-1.3	-1.3	108.2*	-24.1	1.4	2.1	0.7	-8.0
C[C@H](CO)N1C[C@H](C)[C@H](CN(C)Cc2ccccc2C(=O)O)OCc2cn(nn2)CCCC1=O	0.0	-2.3	24.2[16.7 µM]	8.3	-0.9	-1.5	-4.7	2.0
CC(C)c1cc(C(C)C)n2nc(N)nc2n1	nt	0.5	0.3	-6.1	3.1	-2.6	-0.3	nt
CCOC(=O)c1cc(-c2ccccc2)sc1NC(=O)C(C)Sc1nnnn1C (configuration not stated)	nt	0.7	8.9	nt	-2.9	8.3	nt	-23.5
O=C(CN1C2CCCC1CC(NC(=O)c1ccco1)C2)Nc1ccccc1 (configuration not stated)	nt	0.7	6.2	nt	-7.6	-6.2	nt	-1.1
c1ccc2oc(-c3[nH]ncc3CN3CCSCC3)cc2c1	1.6	nt	nt	-6.9	nt	nt	-1.2	9.3
C[C@@H]1CCC[C@]2(O[C@@H](CCO)C[C@H](O)[C@H]2O)O1	0.0	3.5	-2.5	-6.4	-10.8	-3.7	-0.3	5.8
Cc1cc(C)c2cc(C#N)c(N3CCCN(C(=O)c4cnccn4)CC3)nc2c1	0.0	0.2	-1.4	6.5	-2.3	2.1	4.7	-2.4
Cc1cc(C(=O)N2CCCC(C(=O)c3ccc4ccccc4c3)C2)n(C)n1 (configuration not stated)	nt	1.3	-25.1	-15.0	0.3	-6.0	11.7	nt
O=C(Nc1cccc(S(=O)(=O)N2CCCC2)c1)c1cc(S(=O)(=O)N2CCOCC2)ccc1F	nt	-1.1	nt	-26.2	11.8	3.8	-1.2	nt
CCCNC(=O)N1C[C@@H](O)COC[C@@H]2O[C@@H](CC(=O)OC)CC[C@H]21	-0.2	-1.5	-3.2[16.7 µM]	-13.0	5.8	2.4	-1.1	1.7
O=C(NCc1ccccc1)C1(c2cccc(F)c2)CCCC1	0.7	nt	nt	-5.5	nt	nt	-1.9	-10.1
COc1ccc(C(=O)c2ccc(Cl)cc2)c(OC)c1OC	-1.0	-0.6	-1.4	-2.6	-2.7	1.6	0.5	nt
COc1cccc(NC(=O)CN(C)C(=O)c2cccc(NS(=O)(=O)c3ccc(Br)cc3)c2)c1	0.0	0.7	nt	-15.7	-8.7	-2.8	0.6	nt
Cc1c(N=C/C=C2\N(C)c3ccccc3C2(C)C)c(=O)n(-c2ccccc2)n1C	nt	0.1	-3.3	-16.2	0.4	-14.4	10.3	15.0
CC(=O)N(C)C[C@H]1Oc2ncc(C#Cc3ccncc3)cc2C(=O)N([C@H](C)CO)C[C@@H]1C	0.4	-4.6	-3.8[16.7 µM]	-14.5	-0.6	-1.9	-2.2	-6.0
O=C(C1CSC2(c3ccc(F)cc3)CCC(=O)N12)N1CCCCCC1 (configuration not stated)	nt	0.8	-0.2	nt	-2.9	0.5	nt	nt
COCCNC(=O)C1CCN(S(=O)(=O)c2ccccc2)CC1	nt	1.2	5.4	nt	-5.2	2.9	nt	5.5
CN1CCN(C(=O)C[C@H]2CC[C@H]3[C@@H](COC[C@@H](O)CN3C(=O)Nc3ccc(F)cc3)O2)CC1	0.1	-0.5	-10.3[16.7 µM]	-5.5	9.1	-0.3	-0.1	0.5
O=C(CC[C@H]1O[C@@H](n2cnc3c(NC(=O)c4ccccc4)ncnc32)[C@H](O)[C@@H]1O)NCc1cccs1	0.4	-1.5	-3.1	-9.9	3.8	4.0	1.0	-21.8
O=c1cc(CSc2nnnn2-c2ccc(O)cc2)nc2sccn12	-0.5	4.0	-4.7	-23.1	-6.7	-3.5	-0.6	10.0
Cc1ccccc1OCC(=O)Nc1sc2c(c1C#N)CCC2	nt	1.3	-4.9	-12.0	-3.4	4.2	-5.5	-6.6
C[C@H](CO)N1C[C@H](C)[C@H](CN(C)S(=O)(=O)c2cn(C)cn2)Oc2ccc(NS(C)(=O)=O)cc2C1=O	1.6	16.1	0.8[16.7 µM]	-12.1	-0.6	2.1	0.4	0.4
COc1ccc(C)cc1NC(=O)CNC(=O)[C@@H]1Cc2ccccc2CN1	nt	0.5	-1.9	-10.1	4.0	3.1	0.4	-2.6
O=C(CSc1nnc2c(n1)[nH]c1ccccc12)Nc1nncs1	nt	-0.6	1.3	-2.9	-5.1	-3.7	2.4	0.3
Cc1nc(NC(=O)C2CC2)sc1C(=O)Nc1ccccc1	nt	0.5	-8.5	-19.8	-2.4	-3.2	1.5	4.3
COc1ccccc1N1CCN(C(=O)C2Cc3ccccc3CN2C(=O)c2ccco2)CC1 (configuration not stated)	-1.7	-3.7	-2.0	-4.3	-1.7	0.4	0.6	10.5
CN(/N=C/c1ccco1)C1=NS(=O)(=O)c2ccccc21	nt	0.1	2.0	-7.4	1.2	-7.4	0.8	7.4
Cc1ccccc1S(=O)(=O)N1C[C@@H](O)COC[C@H]2O[C@H](CC(=O)O)CC[C@@H]21	0.1	-0.4	-3.8[16.7 µM]	-0.7	6.1	0.1	-0.1	-1.1
C[C@@H]1CN([C@H](C)CO)C(=O)CCCn2nncc2CO[C@H]1CN(C)C(=O)Nc1cccc(C(F)(F)F)c1	0.1	-1.9	0.0[16.7 µM]	-5.6	1.0	-1.1	1.0	1.7
C=CCOC(=O)C1=C(C)NC(=O)NC1c1cc(Cl)cc(Cl)c1OC (configuration not stated)	nt	-0.4	nt	-14.8	6.9	-0.8	-4.5	nt
C=C(CC)C(=O)c1ccc(OCC(=O)O)c(Cl)c1Cl	-0.3	2.6&2.5	4.1	-6.7	9.6&-1.9	3.2&-2.0	-1.2	0.1
COc1ccc(NC(=O)N(C)C[C@@H]2Oc3ccc(NS(=O)(=O)c4cccs4)cc3CC(=O)N([C@@H](C)CO)C[C@@H]2C)cc1	-0.1	0.2	8.1[16.7 µM]	nt	-8.0	3.6	nt	0.3
CCCn1cc(C(=O)N(C)C2CCCN(Cc3ccccc3F)C2)c(C)n1 (configuration not stated)	-4.0	-0.1	1.4	-10.2	1.2	4.4	-0.7	-1.7
Cc1ccc(C)c(SCC(=O)OCC(=O)NCCNC(=O)COC(=O)CSc2cc(C)ccc2C)c1	-1.9	nt	-2.8	-9.8	nt	nt	-1.7	11.2
C[C@H]1CN([C@@H](C)CO)C(=O)Cc2cc(NC(=O)CCC(F)(F)F)ccc2O[C@H]1CN(C)S(=O)(=O)c1cccs1	4.6	-0.5	7.4[16.7 µM]	-8.9	-4.4	0.1	0.2	8.5
COc1ccc(OCCn2c(=N)n(CCO)c3ccccc32)cc1	nt	1.3	0.1	nt	-4.3	2.2	nt	8.7
COc1ccc(-c2cnc3c(c2)C(=O)N([C@@H](C)CO)C[C@@H](C)[C@@H](CN(C)Cc2ccccn2)O3)cc1	0.4	-6.0	-2.8[16.7 µM]	-0.7	6.4	-1.4	-1.7	-1.3
CN(C)C(=O)C[C@@H]1CC[C@H](NC(=O)NC2CCCCC2)[C@H](CO)O1	-0.1	50.7	9.5[16.7 µM]	-3.7	7.7	2.6	-1.8	8.4
CN1C(=O)c2ccc(C(=O)Nc3ccc4c(c3)OCO4)cc2C1=O	-0.3	-1.2	nt	-10.4	9.5	-8.2	-3.2	nt
C[C@@H]1CN([C@@H](C)CO)C(=O)c2cc(NC(=O)Nc3ccc(F)cc3)ccc2O[C@@H]1CN(C)S(=O)(=O)c1cccs1	160.8*	-2.0	5.4[16.7 µM]	25.2	-23.1	-1.3	2.3	-7.6
CCC[C@H]1CCCC/C=C\CCCC(=O)OCCN1C(=O)OC(C)(C)C	-0.1	2.7	-0.1	nt	-11.3	-2.1	nt	-3.1
S=C1NC[C@H](CC2CCCCC2)N1CCc1cccc2ccccc12	1.1	14.4	0.6	-5.9	6.3	3.8	-4.4	-10.7
